EPAC1 antag = blocks human EPAC1 exchange factor; EPAC1 GEF assay, Rap1b-BODIPY-GDP exchange fluorescence; Potency, µM (highest dose often 115 µM), for the others: top-dose activity change, negative = inhibition, most hits filed as inhibitors; 0.14% of 360,000 active; AID 720709;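 also: potency is read from the fitted curve at half-maximal effect; plate controls were vehicle for no effect and positive control for full effect; nearly all actives have a fitted effect of over 50% in size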
PLK1 PBD block = PLK1 (human) polo-box domain binding inhibition | P53350 | Plk1 PBD binding of FITC phosphopeptide, fluorescence polarization | Potency, µM, inactives show max response, negative = inhibition, usual class: inhibitors | 2.8% of 360,000 active | AID 720504; also: potency is read from the fitted curve at half-maximal effect; series mostly up to about 57 µM; % is scaled to controls: 0 for no effect and ±100 for the full control effect; nearly all actives have a fitted effect of over 65% in size
GLP1R cytotox = cytotoxicity counter-screen for GLP-1 receptor inverse agonists; HEK293 cAMP-luciferase reporter cells, luminescence, 24 h; Potency, µM (doses to about 38.3 µM), without a hit: top-dose activity change, negative = inhibition, actives largely listed as inhibitors; 0.13% of 410,000 active; AID 624418;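 also: loss of luciferase light is scored as toxicity; potency is read from the fitted curve at half-maximal effect; % is scaled to controls: 0 for no effect and ±100 for the full control effect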
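To flag toxic compounds, the library was rerun on cells for 24 hr at 37 deg C and 5% CO2. Viability-linked luminescence was captured 12 min after adding luciferase detection reagent.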
IL-2 act = activators of IL-2 | IL-2 activation reporter assay, cell-based qHTS; stimulated with anti-CD3/CD4/CD28 beads; in transgenic mouse T cells | activation, % (series mostly up to about 46 µM) | 0.065% of 360,000 active | AID 652025; in the data active = activation above about 50%; inconclusive = mostly about 30% to 49%; also: 0% is about no effect
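Using fluorescent plate cytometry, EGFP and DsRed are detected in transgenic mouse T cells stimulated 18 h at 37 degrees C with antibody-coated beads after 60 min compound pretreatment.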
PTHR1 agonist = activates the human parathyroid hormone receptor PTHR1 | Q03431 | HEK293 GP2 PTHR1 cells, GloSensor cAMP luminescence, 1 h | Potency, µM (doses to about 115 µM), for inactives: top-dose activation, actives largely listed as activators | 0.075% of 410,000 active | AID 743266; also: potency is read from the fitted curve at half-maximal effect; nearly all actives have a fitted effect of over 55% in size; some results filed as inactive show a strong effect at the top dose; inactives centre near -15; many of its hits are not listed in these tables
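HEK-293-derived GP2 cells expressing PTHR1 and a GloSensor cAMP reporter, 3,000/well, plated overnight, given luciferin plus IBMX (each 0.5 mM as added) for 1 h at 37 °C, then compound for 1 h at 37 °C. Luminescence was read after 15 min at room temperature.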
EPAC1 agonist = EPAC1 (human) agonism. O95398. EPAC1 agonist qHTS, biochemical assay; response scale: 100% = response to 6.5 mM cAMP. Potency, µM (highest dose often 154 µM), for inactives: at the highest dose activation, hits mostly activators. 0.073% of 360,000 active; also: potency is read from the fitted curve at half-maximal effect; nearly all actives have a fitted effect of over 60% in size
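Compounds were pinned as a concentration titration into mixtures of EPAC1 (100 nM), BODIPY-GDP-loaded Rap1B (250 nM) and GDP (50 uM). After 5 min at room temperature, fluorescence was followed for 30 min; activity was scaled to 6.5 mM cAMP.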
GLP-1R agonist = GLP-1 receptor (human) agonism; P43220; HEK293 GLP-1R CRE-luciferase, luminescence, 4-6 h; cells express a hypersensitive GLP-1R form; Potency, µM (series often up to 45.6 µM), for the others: at the highest dose activation, usual class: activators; 0.007% of 380,000 active; AID 624172; also: potency is read from the fitted curve at half-maximal effect; % of control where 0% means no effect
Target sequence (P43220 whole entry, looked up): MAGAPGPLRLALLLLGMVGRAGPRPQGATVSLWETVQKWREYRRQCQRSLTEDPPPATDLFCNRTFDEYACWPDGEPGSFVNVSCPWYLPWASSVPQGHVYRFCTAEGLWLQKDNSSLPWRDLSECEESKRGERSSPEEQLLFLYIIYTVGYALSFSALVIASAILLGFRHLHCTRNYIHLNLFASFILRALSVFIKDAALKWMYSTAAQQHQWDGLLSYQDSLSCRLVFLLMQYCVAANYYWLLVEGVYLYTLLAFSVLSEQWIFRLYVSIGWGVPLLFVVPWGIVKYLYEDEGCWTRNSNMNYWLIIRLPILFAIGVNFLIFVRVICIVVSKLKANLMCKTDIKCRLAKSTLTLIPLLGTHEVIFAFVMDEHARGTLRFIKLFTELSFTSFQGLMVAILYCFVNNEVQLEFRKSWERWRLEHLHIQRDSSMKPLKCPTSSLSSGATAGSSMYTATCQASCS
PI5P4Ka inh = inhibitors of human PI5P4K alpha; max response, %; 1.2% of 330,000 active; PI5P4Kalpha enzyme, ADP-Glo luminescence, 60 min; active compounds read low; active = max response of -50% or lower; inconclusive = between -30% and -50%; inactive = -30% or higher; also: value at the top dose of about 77 µM; % is scaled to controls: 0 for no effect and ±100 for the full control effect
Target sequence (P48426 whole entry, looked up): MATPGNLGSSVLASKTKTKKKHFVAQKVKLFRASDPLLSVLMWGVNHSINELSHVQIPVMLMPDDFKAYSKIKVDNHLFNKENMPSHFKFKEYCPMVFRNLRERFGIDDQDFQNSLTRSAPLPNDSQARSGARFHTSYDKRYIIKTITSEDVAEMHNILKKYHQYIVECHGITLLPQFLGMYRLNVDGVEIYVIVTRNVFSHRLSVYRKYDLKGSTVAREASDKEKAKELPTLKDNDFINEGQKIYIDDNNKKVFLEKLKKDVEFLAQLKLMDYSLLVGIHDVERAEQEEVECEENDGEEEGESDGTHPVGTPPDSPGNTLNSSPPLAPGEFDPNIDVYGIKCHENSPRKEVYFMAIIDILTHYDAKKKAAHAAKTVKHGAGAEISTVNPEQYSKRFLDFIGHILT
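Luminescence from ADP-Glo served as readout of PI5P4Kalpha activity in a qHTS format. Reaction: enzyme, substrate, compound, ATP at 5 microM final, 60 min at RT.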
GLP1R inv ag = acts as inverse agonist at human GLP-1 receptor; HEK293 GLP-1R CRE-luciferase, luminescence, 24 h; GLP-1R form is constitutively active; Potency, µM (top dose mostly 38.3 µM), without a hit: top-dose activity change, negative = inhibition, most hits filed as inhibitors; 1.6% of 410,000 active; AID 624417; also: potency is read from the fitted curve at half-maximal effect; % is scaled to controls: 0 for no effect and ±100 for the full control effect; nearly all actives have a fitted effect of over 55% in size
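Readout was luciferase luminescence, measured 12 min after detection reagent at room temperature. Beforehand, GLP-1R reporter HEK293 cells had sat 12 h, then received compounds for 24 hr at 37 deg C.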
An asterisk follows results filed as active; i = inactive; ? = inconclusive; . = no result given; & = joins results of further samples; [ ] = dose if it differs, or a comment. Unless noted, calls follow the shape of the dose curve; as a rule, active = well fitted curve in the direction sought with a large enough effect; inconclusive = small, poorly fitted or top-dose-only effect, or another doubt; inactive = no such curve, though single readings can be large; an effect the other way counts as inactive or inconclusive. Only part of the results is shown; the hit share may differ from the screen's.

SMILES	EPAC1 antag	PLK1 PBD block	GLP1R cytotox	IL-2 act	PTHR1 agonist	EPAC1 agonist	GLP-1R agonist	PI5P4Ka inh	GLP1R inv ag
COC(=O)c1ccc2nc(-c3ccccc3)c(Cc3ccccc3OC)n2c1	-11%	-7%	5%	0.0	-14%	-8%	19%	2	-37%
CCCN1C(=O)C(O)(C2CC(=O)CC(C)(C)O2)c2ccccc21 (stereo not drawn)	-20%	-5%	20%	-0.7	i	18%	-5%	-5	1%
CCOc1ccccc1N(CC(=O)NCc1ccc(OC)cc1)S(C)(=O)=O	-17%	1%	7%	0.0	-5%[57.5 µM]	8%	9%	.	3%
O=C(O)c1cccc(-n2c(/C=C/c3ccccc3)nc3ccccc3c2=O)c1	8%	-12%	-1%	-0.1	-4%	-8%	-5%	9	-15%
O=C(c1cccs1)N(CC1CCCO1)c1nc(-c2ccccc2)cs1 (stereo not drawn)	1%	-10%	-18%	-2.8	-20%	15%	1%	.	0%
COC(=O)CC1COc2ccccc2N1C(=O)c1ccc(OC)cc1 (stereo not drawn)	-8%	-7%	8%	1.2	i	11%	-6%	-5	3%
Cc1sc(NC(=O)CN2CCCC2)nc1-c1ccc2c(c1)CCN2C(=O)c1ccc(F)cc1	?	-14%	4%	-0.1	i	-11%	6%	-21	?
COc1ccc(C(C(=O)NC2CCCC2)N(C(=O)c2ccco2)c2cc3c(cc2C(C)=O)OCO3)cc1OC (stereo not drawn)	6%	-19%	6%	-1.1	5%	6%	2%	3	-14%
O=C(C1CCC1)N(CCc1ccccc1)Cc1nc2ccccc2c(=O)[nH]1	10%	-23%	-22%	0.2	-32%[inhibitor]	2%	0%	4	?
CCn1c(SCC(=O)n2nc(C)cc2C)nnc1-c1ccc2c(c1)OCO2	5%	2%	6%	-0.1	i	-4%	-2%	-4	12%
C[C@H](CO)N1C[C@H](C)[C@@H](CN(C)S(C)(=O)=O)Oc2c(NC(=O)C3CCCCC3)cccc2C1=O	22%	1%	-7%	1.2	-6%	-14%	-4%	2	1%
O=C(NCCC(F)(F)F)C1Cc2c(-c3ccccc3Oc3ccccc3)ccnc2O1 (stereo not drawn)	-20%	-5%	-1%	0.2	-44%[inhibitor]	1%	-4%	-3	-28%
COC(=O)[C@@]1(Cc2ccc(F)cc2)[C@H]2c3cc(C(=O)N4CCCC4)n(CCc4ccccn4)c3C[C@H]2CN1C(=O)c1ccccc1	-29%	21µM*	-23%	2.9	-7%	4%	16%	-4	-4%
CCCCNC(=O)C1(C)CCN1C(=O)c1cccc(OC(C)=O)c1C (stereo not drawn)	-4%	9%	-2%	0.3	-20%	5%	-2%	6	20%
COc1ccccc1CNC(=O)C(CC(C)C)NS(=O)(=O)c1ccc2c(c1)oc(=O)n2C (stereo not drawn)	-10%	4%	4%&-8%	1.0	-1%	-1%	-1%&-5%	2	8%&4%
COC(=O)C(Cc1ccccc1)NC(=O)CCNC(=O)c1ccc(Br)cc1 (stereo not drawn)	15%	-1%	-14%	1.7	-15%	-6%	8%	0	?
Cc1nn(-c2cc(C)c3ccccc3n2)c2c1C1C(C2)C1(C)C (stereo not drawn)	-3%	-1%	7%	-2.2	i	-7%	-7%	.	23%
N=c1n(CC(=O)c2ccc(Br)cc2)c2ccccc2n1Cc1ccccc1	11%	2%	?	-0.5	i	1%	5%	-6	-4%
Nc1ncnc2c1ncn2[C@@H]1O[C@H](C(=O)NS(=O)(=O)c2c(Cl)nc3sccn23)[C@@H](O)[C@H]1O	2%	-12%	0%	0.6	i	9%	7%	-5	28%
CC(=O)c1c(C)[nH]c(C(=O)OCC(=O)Nc2ccc3c(c2)OCCO3)c1C	15%	-4%	-8%	-5.0	-35%[inhibitor]	-1%	15%	-15	-4%

Just GLP-1R agonist and PTHR1 agonist, for some of the entries so far:
Structure | GLP-1R agonist | PTHR1 agonist
CCOc1ccccc1N(CC(=O)NCc1ccc(OC)cc1)S(C)(=O)=O | 9% | -5%[57.5 µM]
O=C(O)c1cccc(-n2c(/C=C/c3ccccc3)nc3ccccc3c2=O)c1 | -5% | -4%

Later entries.
SMILES	EPAC1 antag	PLK1 PBD block	GLP1R cytotox	IL-2 act	PTHR1 agonist	EPAC1 agonist	GLP-1R agonist	PI5P4Ka inh	GLP1R inv ag
Cc1ccc(-c2c(C)cc3oc(=O)cc(-c4ccccc4)c3c2C)cc1	-5%	-8%	-2%	-0.5	-12%	10%	26%	3	?
CCOc1ccc(NC(=S)N2CCN(S(C)(=O)=O)CC2)cc1	8%	0%	0%	-0.6	-2%	5%	-10%	-3	9%
C/C=C/c1ccc(OCCCCOc2ccccc2C(C)=O)c(OC)c1	4%	2%	-7%	1.4	-27%	9%	0%	24	-6%
O=C(/C=C/c1ccccc1)N1CCN(c2c(Cl)cccc2[N+](=O)[O-])CC1	-21%	-2%	-5%	-3.5	i	3%	-1%	6	?
CCCN1C(=O)CC(Sc2ncccc2C(=O)O)C1=O (stereo not drawn)	-7%	-11%	7%	-0.1	-12%	3%	-1%	1	3%
CC(C)NC(=S)N=Nc1c(O)[nH]c2ccc([N+](=O)[O-])cc12	2%	?	2.5µM*	-1.3	-25%	3%	10%	5	?
O=C(NC1CCCCCC1)C1CCN(S(=O)(=O)c2c(Cl)cccc2Cl)CC1	-9%	-15%	-19%	0.7	-15%	-8%	1%	2	?
CCc1ccc(NC(=S)N2CCN(c3cccc(OC)c3)CC2)cc1	1%	5%	-9%	0.1	-20%	-6%	-7%	-11	?
Cc1ccc(NC(=O)c2c([N+](=O)[O-])cnn2C)cc1C	5%	4%	-11%	2.0	-12%	-4%	-7%	3	21%
CC(=O)Oc1ccccc1/C=C1\CCOC1=O	9%	-3%	-3%	-0.1	-27%[57.5 µM]	2%	-4%	.	8%
C#CCOCCOCCOCCNc1nc(N2CCOCC2)nc(N2CCN(C(=O)Cn3cc(CC(C)O)nn3)CC2)n1 (stereo not drawn)	-1%	-7%	7%	1.2	-1%	-9%	15%	7	3%
COCCn1c(SCC(=O)Nc2ccccc2C)nc2c(oc3ccccc32)c1=O	?	-9%	-10%	-0.8	-12%	4%	11%	13	0%
COc1ccc(NC2=Nc3ccccc3N3C2=Nc2c(c(C)nn2-c2ccc(C)cc2)C3c2cccnc2)cc1 (stereo not drawn)	3%	-8%	-10%	-0.2	i	0%	0%	-4	13%
O=S(=O)(c1ccccc1)c1nc(-c2ccco2)oc1NCCCn1ccnc1	5%	-18%	-6%	-2.6	-18%	1%	0%	2	-1%
CCNC(=O)NC(=O)c1csc([N+](=O)[O-])c1	-1%	-27%	2%	-0.9	i	0%	-3%	-7	10%
COC(=O)/C(=C\c1cccnc1)NC(=O)c1ccc(OCc2ccccc2)cc1	6%	-4%	3%	-1.1	i	-2%	7%	1	-25%
COc1ccc(N(Cc2ccc(N(C)C)cc2)C(=O)c2ccc(S(C)(=O)=O)cc2)cc1	?	-4%	12%	-1.5	-11%	0%	1%	-1	-4%
CCc1noc(C)c1C(=O)N(CCOC)c1c(N)n(CC(C)C)c(=O)[nH]c1=O	-21%	3%	1%	-1.6	-3%	2%	-3%	2	19%
Cc1ccc(SCc2nc3ccccc3n2CC(=O)Nc2ccccc2)cc1	1%	1%	-17%	-2.8	-15%	6%	1%	.	-5%
Nc1nonc1-n1nnc(C(=O)N/N=C/c2cccc(Cl)c2Cl)c1CN1CCCC1	15%	1%	-14%	0.1	i	5%	7%	0	-4%

A few values from the results shown:
In IL-2 act, `C/C=C/c1ccc(OCCCCOc2ccccc2C(C)=O)c(OC)c1` has the entry 1.4
In EPAC1 antag, `CC(=O)Oc1ccccc1/C=C1\CCOC1=O` has the entry 9%
In EPAC1 agonist, `Cc1ccc(-c2c(C)cc3oc(=O)cc(-c4ccccc4)c3c2C)cc1` has the entry 10%
In GLP1R inv ag, `CCNC(=O)NC(=O)c1csc([N+](=O)[O-])c1` has the entry 10%

Additional entries:
SMILES	EPAC1 antag	PLK1 PBD block	GLP1R cytotox	IL-2 act	PTHR1 agonist	EPAC1 agonist	GLP-1R agonist	PI5P4Ka inh	GLP1R inv ag
O=C(Nc1ccncc1)C1CC1c1ccccc1 (stereo not drawn)	0%	-1%	4%	-1.9	i	-5%	4%	2	1%
CCn1c(SCC(=O)Nc2ccc3c(c2)OCO3)nnc1C(C)C	10%	0%	-1%	0.6	i	0%	3%	-3	11%
CC(C)NC(=O)c1ccccc1NC(=O)/C=C/c1cccc([N+](=O)[O-])c1	-8%	3%	0%	1.3	-16%	-20%	2%	-1	1%
COc1ccc(NC(=O)C2CC(=O)n3c(nc4ccccc43)N2)cc1 (stereo not drawn)	20%	-14%	-6%	0.8	-2%	5%	-1%	2	8%
CC(=O)c1cccc(OCc2cc(C(=O)N3CC4C[C@@H]5CC3C[C@H](C4)C5)no2)c1	-10%	-11%	3%	-0.7	-29%	-16%	16%	-5	?
COCCN1C(=O)N[C@@H](c2cccs2)C(C(=O)OC)=C1C	-9%	-8%	1%	0.1	-24%	1%	-2%	-2	-5%
CC1(C)Cc2ccccc2-c2nc(NCCCO)[nH]c(=O)c21	-19%	-1%	9%	-2.7	-3%	2%	8%	-2	-29%
CC(=O)N1Cc2cc(C(=O)NCC(F)(F)F)nc(-c3cccc(-c4cccnc4)c3)c2[C@@H]1CCO	-17%	-12%	?	0.4	24%	-6%	13%	-1	?
COc1ccc(C2/C(=C(/O)c3ccccc3)C(=O)C(=O)N2CC(C)O)c(OC)c1 (stereo not drawn)	-1%	-14%	14%	-0.6	i	8%	1%	2	6%
Cn1c(CN2CCCCC2)nc2cc(NC(=O)c3cccs3)ccc21	-1%	-3%	-14%	-0.9	9%[57.5 µM]	4%	19%	.	-19%
CCNS(=O)(=O)c1ccc(NC(=O)c2ccccc2OCC)cc1	1%	?	-6%	0.2	i	-7%	14%	.	70%[activator]
COc1cccc2cc(C(=O)NCc3ccc(C)cc3)c(=N)oc12	2%	-3%	2%	-1.3	i	8%	-6%	1	17%
COC(=O)C1=C(C)N(C)C(=O)NC1c1ccccc1 (stereo not drawn)	6%	-3%	-17%	0.2	-15%[57.5 µM]	-1%	-5%	0	1%
COc1ccc(NC(=O)C2CCCN2C(=O)Nc2ccccc2)cc1OC (stereo not drawn)	0%	-6%	11%	-0.6	i	3%	1%	.	0%

Screens deposited in PubChem by National Center for Advancing Translational Sciences (NCATS).
